# IL1B NFkB pot = enhancers of NFkB p65 translocation in HUVEC – imaging, IL-1B stimulus, high-content imaging, primary screen; activation, % at 2 µM; AID 819, 2007; 94,000 compounds, 0.3% hits; HUVEC IL-1B NFkB p65 nuclear translocation imaging;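 active means activation above 40%, about the mean plus 3 SD, also judged a hit on visual image review; inconclusive means activation above 40% but not a hit on visual review; inactive means activation not above 40% and no visual hit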;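 further: percent activation is computed from the nuclear over cytoplasmic p65 intensity ratio; values of inactives mirror those of a sister screen read the other way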
# PLAP inhibitors HTS = PLAP enzyme inhibitors, biochemical, luminescence, HTS (AID 690) | 96,000 compounds, 0.08% hits | Alkaline phosphatase, placental type (Homo sapiens) | inhibition, % at 20 µM; hits with a dose series show IC50 in µM | purified PLAP, luminescent substrate; higher % means a stronger effect; in the data active means a potency from the dose series; inactive means the rest, 99 in 100 with inhibition below about 30%; further: strong numbers were not always called active
# Bcl-B TR3 displacers = displacers of TR3 peptide from Bcl-B, primary screen, selectivity assay for Bfl-1 inhibitor project, biochemical, fluorescence polarization; AID 748, 2007; Bcl-2-like protein 10 (Homo sapiens); FP displacement of FITC-TR3 peptide from Bcl-B; higher % means a stronger effect; displacement, % at 20 µM; hits with a dose series show IC50 in µM; 96,000 compounds, 0.11% hits;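 active means displacement above 50% at 20 µM plus a fluorescence interference ratio under 1.5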;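 further: plate controls were wells without compound for no effect and wells lacking Bcl-B protein for full effect; a part of the inactive calls stands beside numbers as strong as those of hits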
# NFkB transloc inh = inhibitors of IL-1B driven NFkB p65 nuclear import, primary screen, imaging, HUVEC, IL-1B stimulus, high-content imaging | HUVEC IL-1B NFkB p65 nuclear translocation imaging | inhibition, % at 2 µM | 94,000 compounds, 0.43% hits | AID 796, 2007;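 active means inhibition above about 30% together with a positive call from visual inspection of the well image, limit read from the data; inconclusive means inhibition above a set limit but visual check negative; inactive means inhibition not above a set limit, visual check negative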;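 further: nuclear over cytoplasmic p65 intensity ratio measured by imaging; 0% = IL-1B stimulated DMSO wells and 100% = unstimulated DMSO wells; values of inactives mirror those of a sister screen read the other way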
# MRP resist rev = reversal of MRP1-mediated doxorubicin resistance, primary screen, H69AR cells, doxorubicin co-treatment. 85,000 compounds, 0.04% hits. differential viability (reversal), % at 10 µM. H69AR cells + 2 uM doxorubicin, CellTiter-Glo, 72 h. AID 602, 2007;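 active means viability drop by adding the cancer drug above about 55%, with treated viability meeting a 40% cutoff, limit read from the data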;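 further: viability without doxorubicin minus viability with 2 µM doxorubicin for each compound; larger differential means the compound sensitizes cells more to doxorubicin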
# MRP resist rev cytotoxicity = recorded beside MRP resist rev, whose call it bears; viability, %; H69AR cells, CellTiter-Glo, 72 h; measured here: cytotoxicity without doxorubicin
# MRP resist rev with doxorubicin = also measured in MRP resist rev; calls as there; viability, %; measured here: viability with 2 uM doxorubicin; hits give low values
# NFkB transloc inh cell count 2 µM = second read-out of NFkB transloc inh, no call of its own (marks repeat the call); cell count; measured here: cells passing quality filter;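 raw number of nuclei counted in each imaged well without normalization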
# IL1B NFkB pot cell count 2 µM = recorded beside IL1B NFkB pot, whose call it bears; cell count; measured here: cells passing quality filter
# * marks the source's active call; other numbers are inactive results; ? = inconclusive; nt = no result given.
SMILES,IL1B NFkB pot,IL1B NFkB pot cell count 2 µM,PLAP inhibitors HTS,Bcl-B TR3 displacers,NFkB transloc inh,NFkB transloc inh cell count 2 µM,MRP resist rev,MRP resist rev cytotoxicity,MRP resist rev with doxorubicin
Cc1cccc(N2CCN(C(=O)C3CCN(S(=O)(=O)c4cccc5cccnc45)CC3)CC2C)c1 (centres undefined),1,151,-41%,-86%,-1,151,3,79,76
O=C(CSc1nnc(-c2cnccn2)n1Cc1ccco1)Nc1ccc(Br)cc1,-19,78,-4%,-3%,18,78,-19,45,64
CCN(CC)CCCN(Cc1cc2cc3c(cc2[nH]c1=O)OCCO3)C(=O)Nc1ccccc1,16,99,-29%,14%,-16,99,7,77,70
CC1=C(C(=O)O)N2C(=O)C(NC(=O)c3nn(C)cc3Cl)C2SC1 (centres undefined),-3,129,11%,-3%,3,129,nt,nt,nt
Cc1ccccc1-n1ncc2c([N+](=O)[O-])cc([N+](=O)[O-])cc21,17,72,10%,6%,-17,72,-19,25,44
Cc1c(C(=O)NCCCN2CCOCC2)sc2ncnc(N3CCN(c4ccccc4)CC3)c12,nt,nt,-49%,-8%,nt,nt,-1,75,77
CC(=O)N1c2ccccc2C(=O)OC1c1cccnc1 (centres undefined),18,108,6%,3%,-18,108,-7,102,109
O=C1c2oc3ccc(F)cc3c(=O)c2C(c2ccncc2)N1CCN1CCOCC1 (centres undefined),nt,nt,-9%,-1%,nt,nt,11,104,93
CC(=O)OCCNC(=O)c1cccnc1,nt,nt,8%,-4%,nt,nt,-4,103,107
CC(=O)C1=C(O)C(=O)N(c2cc(C(C)(C)C)on2)C1c1ccc(Br)cc1 (centres undefined),nt,nt,-24%,23%,nt,nt,34,120,87
CCCCOC(=O)c1ccc(NC(=O)C2CCCO2)cc1 (centres undefined),12,149,-3%,2%,-12,149,13,95,82
CCOC(=O)C1=C(C)N=c2s/c(=C\C(=O)OC)c(=O)n2C1c1ccc(OC)cc1 (centres undefined),0,135,-50%,1%,0,135,-15,11,25
CCOc1ccc2nc(SCC(=O)NCc3ccc4c(c3)OCO4)[nH]c2c1,1,128,-52%,0%,-1,128,nt,nt,nt
Cc1ccc(-c2noc(CCC(=O)NCC3CCCO3)n2)cc1 (centres undefined),-11,111,11%,-1%,11,111,10,90,80
O=C(Cn1cccc1)Nc1ccc(OC(F)(F)F)cc1,?,nt,2%,-5%,-50,116,-4,102,106
O=C1CC(c2cccs2)Cc2nc(NCC3CCCO3)ncc21 (centres undefined),14,181,3%,2%,-14,181,nt,nt,nt
Cc1nc2nc(-c3ccco3)[nH]n2c(=O)c1Cc1ccccc1,0,145,5%,-3%,0,145,-6,94,101
O=C(Cn1c(=O)n(Cc2ccco2)c(=O)c2ccccc21)NCC1CCCO1 (centres undefined),3,192,-16%,-4%,-3,192,2,89,87
COc1ccc(F)cc1S(=O)(=O)N1CC(C)CC(C)C1 (centres undefined),18,163,-4%,-6%,-18,163,10,87,77
CC(OC(=O)CN1C(=O)NC(C)(C)C1=O)C(=O)c1ccccc1 (centres undefined),2,167,0%,-5%,-2,167,-10,96,105
O=S(=O)(CCSc1nc2ccccc2o1)c1nc2ccccc2s1,12,116,28%,-10%,-12,116,-7,95,102
COc1ccccc1-c1nc(C#N)c(N2CCC(C(N)=O)CC2)o1,4,146,-6%,13%,-4,146,-4,96,100
Cc1ccc(C(=O)O)cc1S(=O)(=O)N1CCC(C(=O)O)CC1,7,132,0%,-3%,-7,132,0,102,101
C/C(=N\NC(N)=O)C1(C)CCCCC1,22,178,16%,-6%,-22,178,8,102,94
COc1cnc(N(C)C)nc1Sc1ccc(Cl)cc1,nt,nt,2%,4%,nt,nt,10,84,75

# 3 compounds picked at random from those above, as already listed:
SMILES,IL1B NFkB pot,IL1B NFkB pot cell count 2 µM,PLAP inhibitors HTS,Bcl-B TR3 displacers,NFkB transloc inh,NFkB transloc inh cell count 2 µM,MRP resist rev,MRP resist rev cytotoxicity,MRP resist rev with doxorubicin
Cc1ccc(-c2noc(CCC(=O)NCC3CCCO3)n2)cc1 (centres undefined),-11,111,11%,-1%,11,111,10,90,80
O=C(Cn1c(=O)n(Cc2ccco2)c(=O)c2ccccc21)NCC1CCCO1 (centres undefined),3,192,-16%,-4%,-3,192,2,89,87
CC(=O)C1=C(O)C(=O)N(c2cc(C(C)(C)C)on2)C1c1ccc(Br)cc1 (centres undefined),nt,nt,-24%,23%,nt,nt,34,120,87

# Next structures:
SMILES,IL1B NFkB pot,IL1B NFkB pot cell count 2 µM,PLAP inhibitors HTS,Bcl-B TR3 displacers,NFkB transloc inh,NFkB transloc inh cell count 2 µM,MRP resist rev,MRP resist rev cytotoxicity,MRP resist rev with doxorubicin
Cc1c(C#N)c2ccccc2n1CC(=O)NCC1CCCO1 (centres undefined),0,106,7%,4%,0,106,-7,97,104
Cc1ccc2c(c1)N(C(=O)CSc1nncn1C)C(C)(C)c1ssc(=S)c1-2,1,211,0%,4%,-1,211,-31,40,71
CCc1cc(=O)oc2cc(C)cc(OC(C)C(=O)O)c12 (centres undefined),11,135,3%,6%,-12,135,2,97,94
COc1ccc2[nH]c(=O)c(CN(C(=O)c3cccnc3)c3ccccc3OC)cc2c1,-9,153,14%,-6%,9,153,20,89,70
CNc1oc(-c2ccccc2)nc1C#N,nt,nt,3%,-9%,nt,nt,23,105,82
COc1ccc(Br)cc1C1CC(=O)N2CN(Cc3ccccc3)CSC2=C1C#N (centres undefined),11,144,-11%,-21%,-11,144,0,89,89
Cc1ccc(NC(CNS(=O)(=O)c2ccc(Cl)cc2)c2ccccc2)cc1 (centres undefined),-8,107,2%,-9%,8,107,nt,nt,nt
CC(C)OCCCNC(=O)c1ccncc1,nt,nt,-12%,-3%,nt,nt,4,93,88
COc1ccc(Cl)cc1N1CC(c2nc3ccccc3[nH]2)CC1=O (centres undefined),8,49,nt,nt,-8,49,14,90,76
O=C(CN(Cc1cccs1)C(=O)CSc1nnc(COc2ccccc2)o1)NC1CCCCC1,13,149,nt,nt,-13,149,-16,40,56
CCN(CC)C(=S)SCC(=O)c1ccc(F)cc1,-6,159,2%,-8%,6,159,nt,nt,nt
CCC(=O)Nc1nc(=S)ss1,-7,147,-37%,10%,7,147,14,88,74
O=C(NCCCN1CCN(Cc2ccccc2)CC1)c1nnc(Cc2c(F)cccc2Cl)o1,-3,114,-70%,-8%,3,114,-9,74,83
COC(=O)C1=CNC=C(C(=O)OC)C1c1ccc(Cl)cc1,15,176,23%,2%,-15,176,19,99,80
CC(OC(=O)CN(C)S(=O)(=O)c1ccc(Cl)cc1)C(=O)Nc1ncc(Cl)cc1Cl (centres undefined),-2,153,6%,7%,2,153,34,110,76
CCC(C)Cn1c(S(=O)(=O)O)nc2ccccc21 (centres undefined),-12,133,nt,nt,12,133,8,97,89
CCC1=NC(c2ccc(OC)cc2)N(O)C1(C)C (centres undefined),nt,nt,13%,3%,nt,nt,-2,90,92
COc1cc(C(=O)NCCC(=O)NCCCN2CCCCC2C)cc(OC)c1OC (centres undefined),9,125,-11%,-7%,-9,125,-13,102,116
CCN(CC)c1ccc2cc(C(=O)Nc3ccc(-n4cnnn4)c(OC)c3)c(=O)oc2c1,nt,nt,-15%,-18%,nt,nt,-1,54,55
Cc1ccc(C(C)C)c(OCC(=O)Nc2ccc3c(c2)nc(CN2CCCC2)n3C)c1,-3,180,-105%,-14%,3,180,-3,81,84
COC(=O)c1[nH]c2ccc(C)cc2c1NC(=O)C(C)N1CCN(C2CCCCC2)CC1 (centres undefined),-6,163,-29%,2%,6,163,-8,79,88
CCOC(=O)C(C(=O)Nc1nc2ccccc2s1)C1CCCCC1 (centres undefined),-11,175,-2%,-2%,11,175,-13,96,109
CCOc1ccc(C2C(C(=O)OC)=CN(CCOC)C=C2C(=O)OC)cc1,nt,nt,-76%,2%,nt,nt,-3,87,89
O=C(c1ccccc1)c1cncc(Br)c1,-9,95,6%,-6%,9,95,5,96,91
O=C1CCCCC1C(Nc1ccc(Cl)cc1)c1ccccc1 (centres undefined),6,212,0%,3%,-6,212,nt,nt,nt

# Next part:
SMILES,IL1B NFkB pot,IL1B NFkB pot cell count 2 µM,PLAP inhibitors HTS,Bcl-B TR3 displacers,NFkB transloc inh,NFkB transloc inh cell count 2 µM,MRP resist rev,MRP resist rev cytotoxicity,MRP resist rev with doxorubicin
Cc1oc2cc(O)cc(O)c2c(=O)c1-c1ccc2c(c1)OCCCO2,8,119,-13%,6%,-8,119,-7,76,83
COc1nc(N(C#N)CC(N)=O)nc(N2CCCC2)n1,9,78,1%,-4%,-9,78,3,80,77
CCOC(=O)c1[nH]c(C)c(C(=O)Nc2ccc(C)c(C)c2)c1C,-5,58,12%,2%,5,58,4,96,92
Cc1cc(C)c2c(CC(=O)NCc3ccco3)coc2c1,-7,167,16%,0%,7,167,-1,102,102
CCOC(=O)c1cccc(NC(=O)CCc2c(C)nc3ncnn3c2C)c1,-2,99,1%,3%,2,99,-3,76,80
O=C(NCc1cccs1)C1CCC(CNS(=O)(=O)c2cccc3nsnc23)CC1 (centres undefined),25,185,14%,3%,-25,185,5,97,92
CCOC(=O)Cc1c(C)nc2c(-c3ccccc3)c(C)[nH]n2c1=O,-2,94,-16%,-4%,2,94,-7,88,95
CC(=O)c1ccc(OCC(O)CN2CCCC(C)C2)cc1 (centres undefined),-9,188,7%,4%,9,188,1,93,93
Nc1nnc(SCc2coc(-c3ccc(Cl)cc3)n2)s1,10,125,15%,-7%,-10,125,-1,90,91
Cc1cc(C)c2c(-n3cccc3)n[nH]c2n1,3,131,-7%,-10%,-3,131,nt,nt,nt
Cc1cc(NC(=O)c2cnccn2)no1,5,126,-18%,40%,-5,126,1,99,98
COCCNC(=O)c1ccc(NC(C)=O)cc1,14,83,-10%,2%,-14,83,-1,96,97
COCCCNC(=O)c1cc2c(s1)CS(=O)(=O)C2,9,196,-4%,4%,-9,196,6,98,92
CC(Sc1n[nH]c(N)n1)c1nc2scc(-c3cccs3)c2c(=O)[nH]1 (centres undefined),nt,nt,-210%,5%,nt,nt,15,102,87
CCOc1ccc(NC(C)c2cc(Cl)ccc2O)cc1 (centres undefined),24,129,-4%,3%,-24,129,-3,78,82
O=C(c1ccc(=O)[nH]c1)N(Cc1ccco1)C1(C(=O)NC2CCCC2)CCCCC1,32,168,-35%,-8%,-32,168,11,93,83
CCN(C(=O)c1cn(C)c(=O)c2cc(OC)c(OC)cc12)c1ccccc1C,15,152,-21%,2%,-15,152,20,97,77
COc1ccc(NC(=O)CN2C(=O)CC(C)(C)S(=O)(=O)c3ccccc32)cc1,-1,193,-54%,-8%,1,193,-15,86,100
Cc1nc2ccccc2n1CC(=O)N/N=C\C=C\c1ccccc1,0,102,-48%,11%,0,102,nt,nt,nt
CCOC(=O)c1c(C)[nH]c(C(=O)CN2CC(C)OC(C)C2)c1C (centres undefined),-13,115,-5%,2%,13,115,nt,nt,nt
CC(=O)C(Sc1ncnc2c1nnn2-c1ccc(F)cc1)C(=O)N(C)C (centres undefined),nt,nt,-51%,-3%,nt,nt,-21,12,33
COCC(=O)Nc1nnc(Cc2ccc(OC)c(OC)c2)s1,-6,53,-12%,4%,6,53,nt,nt,nt
O=C(CCNS(=O)(=O)c1ccc2c(c1)CCC(=O)N2)Nc1ccc2c(c1)OCCO2,-7,168,-5%,8%,7,168,2,86,85
CCSc1nc2c(cnn2-c2ccc(C)cc2)c(=O)[nH]1,nt,nt,-19%,-6%,nt,nt,3,78,76
COC(=O)c1sc(NC(=O)C2CCCCC2C(=O)O)c(C(=O)OC)c1C (centres undefined),nt,nt,-33%,-3%,nt,nt,nt,nt,nt
COc1ccc(OC)c(C(=O)c2ccc(C(=O)O)cc2)c1,9,165,-6%,-4%,-9,165,3,99,96
CC1(C)Oc2ccc(C(=O)N3CCCCC3)cc2N(CC(=O)NCc2ccccc2)C1=O,16,168,-40%,-4%,-16,168,nt,nt,nt

# These rows are one share of the data; rates above refer to the full screens.
